Wnt act – Wnt/beta-catenin pathway activators, primary screen, cell-based, plate reader, single point; activation, % at 9.35 µM; Wnt/beta-catenin reporter cell assay, activator; 1.2% of 300,000 active; AID 743398, 2014; in the data active = activation above about 30%, passing the limit was not always enough;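 note: 0% = neutral control wells and 100% = positive control wells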
phage Ecoli inh – growth loss of phage-infected E. coli, primary screen, RecBCD inhibitor project, absorbance, with phage, HTS. inhibition, % at 11.9 µM. AID 651602, 2012. 0.26% of 360,000 active; in the data active = inhibition above about 11%
MITF act – activators of MITF-driven TRPM1 promoter reporter, primary screen, cell-based, SK-MEL-5, luciferase, single point. AID 588334, 2011. activation, % at 12.5 µM. SK-MEL-5 TRPM1-promoter luciferase, 24 h; % of positive control, neutral wells = 0. 0.75% of 300,000 active;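 active = mean activation of at least 80% with every replicate also reaching 80%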;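 note: 0% = neutral control wells and 100% = parthenolide positive control wells; values of inactives mirror those of a sister screen read the other way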
AddAB inh – growth inhibition of E. coli expressing H. pylori AddAB, primary screen, AddAB inhibitor project, absorbance | inhibition, % at 11.9 µM | 0.29% of 330,000 active; in the data active = inhibition above about 12%;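 note: 0% = vehicle wells of infected cells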
SR-BI HDL uptake – inhibitors of SR-BI mediated HDL lipid uptake, primary screen, ldlA[mSR-BI] cells, fluorescence, single point; Scavenger receptor class B member 1 (Mus musculus), Q61009; ldlA[mSR-BI] CHO cells, DiI-HDL uptake fluorescence, 3 h; 0.96% of 320,000 active; inhibition, % at 12.5 µM; AID 488896, 2010;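 active = mean replicate inhibition of at least 70% and a set share of replicates each scoring 70 or more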;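 note: 0% = median of neutral control wells and 100% = median of positive control wells; values of inactives mirror those of a sister screen read the other way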
Target sequence (Q61009 whole entry, looked up): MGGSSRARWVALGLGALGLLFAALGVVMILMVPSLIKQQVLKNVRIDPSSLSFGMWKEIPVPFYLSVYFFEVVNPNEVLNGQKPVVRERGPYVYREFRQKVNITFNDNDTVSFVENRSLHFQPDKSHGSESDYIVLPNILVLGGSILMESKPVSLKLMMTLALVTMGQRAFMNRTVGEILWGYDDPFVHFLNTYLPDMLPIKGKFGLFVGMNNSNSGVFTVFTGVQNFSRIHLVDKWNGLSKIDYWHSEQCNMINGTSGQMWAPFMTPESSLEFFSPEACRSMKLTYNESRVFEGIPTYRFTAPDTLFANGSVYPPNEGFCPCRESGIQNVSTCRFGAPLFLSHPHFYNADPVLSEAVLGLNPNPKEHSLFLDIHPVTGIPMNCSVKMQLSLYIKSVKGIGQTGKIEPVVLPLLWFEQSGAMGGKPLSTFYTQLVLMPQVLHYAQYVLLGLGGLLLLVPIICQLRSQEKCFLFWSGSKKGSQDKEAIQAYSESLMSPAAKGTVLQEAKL
Ecoli viability – E. coli V3065 growth inhibition, primary screen, counter-screen for AddAB inhibitor project, absorbance, OD600 | AID 449728, 2010 | 18 h | 0.27% of 330,000 active | inhibition, % at 11.9 µM;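 active = inhibition above the campaign's mean inhibition across all tested compounds plus 3 SD, cut at about 9.9% in these data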;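 note: uninfected addAB+ strain grown without phage in ampicillin broth; 0% = DMSO wells and 100% = ciprofloxacin 0.95 µg/ml wells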
CAL PDZ FP-1 – untagged CAL PDZ binding inhibitors, primary screen, biochemical, fluorescence polarization, HTS | inhibition, % at 24.9 µM | AID 602252, 2012 | 0.92% of 300,000 active | purified CAL PDZ, TMR-peptide fluorescence polarization, 1 h;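 active = mean inhibition of at least 30% with at least half of replicates also reaching 30%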;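 note: 0% = DMSO neutral control and 100% = excess unlabeled competitor peptide PRC23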
CAL PDZ FP-2 – CAL PDZ peptide-binding inhibitors, primary screen, biochemical, fluorescence polarization, Cer-tagged CAL PDZ, HTS. purified CAL PDZ, TMR-peptide fluorescence polarization, 1 h. inhibition, % at 20 µM. 0.02% of 330,000 active. AID 504414, 2011. Golgi-associated PDZ and coiled-coil motif-containing protein (Homo sapiens), Q9HD26;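 active = highest replicate inhibition of at least 40%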;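 note: plate controls were DMSO neutral control wells for no effect and unlabeled competitor peptide control wells for full effect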
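material = purified tagged CAL PDZ domain construct (CerCALP) | compound dosing = 20 µM, one dose | times = 1 h at RT | measured by = fluorescence polarization from S- and P-plane intensities, G-factor corrected | read-out = inhibition from polarization loss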
SR-BI uptake up – activators of SR-BI mediated DiI-HDL uptake, primary screen, ldlA[mSR-BI] CHO cells, DiI fluorescence; 3 h; 100 = double the neutral-control signal; activation, % at 12.5 µM; 0.096% of 320,000 active; AID 504775, 2011;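 active = mean replicate activation of at least 60% and every replicate at or above 60%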;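 note: 0% = median plate neutral-control signal and 100% = twice that signal; values of inactives mirror those of a sister screen read the other way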
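Test system: SR-BI-overexpressing, LDLR-lacking CHO cells; Medium: Ham's F12 with 0.5% BSA, HEPES 25 mM, pH 7.4; Schedule: 3 h, 37 °C; Technique: bottom-read fluorescence, 550/595 nm.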
Tat transport – E. coli Tat export inhibitors, primary screen, MC4100, TorA-mCherry reporter, fluorescence, single point. 0.036% of 340,000 active. inhibition, % at 10 µM;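 active = mean replicate inhibition at least 50% and at least half of replicates individually reaching 50%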;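 note: exported cargo escapes ClpAP degradation while cytoplasmic cargo is degraded and loses fluorescence; 0% = median of neutral control wells and 100% = median of NaSCN control wells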
* hit, by the source's call.

Screening Cc1ccc(-n2c(Cl)c(Cl)nc(Cl)c2=O)cc1 returned MITF act -94, AddAB inh 5.6, SR-BI HDL uptake -1, Ecoli viability -0.5, CAL PDZ FP-1 3, CAL PDZ FP-2 2.6, SR-BI uptake up 1 and Tat transport -32.
Screening Cc1cc(OCc2ccc(C(=O)NN=C3CCCC3)cc2)ccc1Cl returned Wnt act 46*, phage Ecoli inh -0.1, MITF act 27, AddAB inh -2.1, SR-BI HDL uptake 52, Ecoli viability -2.3, CAL PDZ FP-1 -2, CAL PDZ FP-2 -3.5, SR-BI uptake up -52 and Tat transport -5.
`O=C(COC(=O)c1c[nH]c2ccccc12)NC1CCCC1` gave Wnt act 4, phage Ecoli inh 0.5, MITF act -4, AddAB inh 0.9, SR-BI HDL uptake -23, Ecoli viability -0.5, CAL PDZ FP-1 -18, CAL PDZ FP-2 -1.3, SR-BI uptake up 23 and Tat transport 1.
For CC(=O)N1CCN(c2ccc(N)cc2)CC1 the results were Wnt act 0, phage Ecoli inh 0.2, MITF act 4, AddAB inh 2.6, SR-BI HDL uptake -29, Ecoli viability 0.0, CAL PDZ FP-1 1, CAL PDZ FP-2 1.3, SR-BI uptake up 29 and Tat transport 6.
`COc1ccc(C(C#N)c2cnccn2)cc1OC` (centres undefined) gave Wnt act -1, phage Ecoli inh -0.3, MITF act 6, AddAB inh 1.9, SR-BI HDL uptake -3, Ecoli viability -1.1, CAL PDZ FP-1 -2, CAL PDZ FP-2 -1.7, SR-BI uptake up 3 and Tat transport 4.
`CC(/C=N/NC(=O)c1cc(C2CC2)[nH]n1)=C\c1ccccc1` gave Wnt act 0, phage Ecoli inh 1.8, MITF act -3, AddAB inh 2.8, SR-BI HDL uptake 1, Ecoli viability 0.5, CAL PDZ FP-1 -5, CAL PDZ FP-2 -0.8, SR-BI uptake up -1 and Tat transport -1.
For COc1ccc(-c2nnc(SCC(=O)Nc3nncs3)o2)cc1 the results were Wnt act 8, phage Ecoli inh 1.2, MITF act -15, AddAB inh 0.3, SR-BI HDL uptake -16, Ecoli viability 1.1, CAL PDZ FP-1 13, CAL PDZ FP-2 -1.7, SR-BI uptake up 16 and Tat transport -4.
CN(C)C(=S)Nc1ccc2c(c1)OCCO2 was read as Wnt act 0, phage Ecoli inh 3.8, AddAB inh -2.5, SR-BI HDL uptake -24, Ecoli viability -2.7, CAL PDZ FP-1 2, CAL PDZ FP-2 0.0, SR-BI uptake up 24 and Tat transport 3.
Screening COc1ccc(N2CC(C(=O)Nc3nnc(SCc4ccccn4)s3)CC2=O)cc1 (centres undefined) returned Wnt act 0, phage Ecoli inh 1.6, MITF act 8, AddAB inh 1.7, SR-BI HDL uptake -3, Ecoli viability -0.2, CAL PDZ FP-1 3, CAL PDZ FP-2 -1.0, SR-BI uptake up 3 and Tat transport -2.
`Cc1cc(C)nc(NS(=O)(=O)c2ccc(NC(=O)c3ccc(O)cc3O)cc2)n1` gave Wnt act 1, phage Ecoli inh 2.1, MITF act 2, SR-BI HDL uptake -9, CAL PDZ FP-2 -0.7, SR-BI uptake up 9 and Tat transport -8.
Screening Cc1ccc2[nH]c(=O)c(CN(Cc3ccc4c(c3)OCO4)Cc3nnnn3Cc3ccco3)cc2c1 returned phage Ecoli inh 2.3, MITF act -1, AddAB inh 1.9, SR-BI HDL uptake 7, Ecoli viability -1.3, CAL PDZ FP-2 -0.8, SR-BI uptake up -7 and Tat transport 15.
`CCOC(=O)C(=Cc1ccccc1OC)C(=O)OCC` gave Wnt act -4, phage Ecoli inh 3.8, MITF act -14, AddAB inh 1.1, SR-BI HDL uptake 16, Ecoli viability 1.2, CAL PDZ FP-1 -2, CAL PDZ FP-2 -1.9, SR-BI uptake up -9 and Tat transport -3.
CC1=Nc2ccc3ccccc3c2C1(C)C was read as Wnt act -3, phage Ecoli inh 5.2, MITF act 7, AddAB inh 0.1, SR-BI HDL uptake 2, Ecoli viability 0.0, CAL PDZ FP-1 5, CAL PDZ FP-2 0.4, SR-BI uptake up -2 and Tat transport 3.
`CN(C)c1ccc(CNc2ncc(Br)cc2Br)cc1` gave phage Ecoli inh 1.4, MITF act 44, AddAB inh 1.7, SR-BI HDL uptake 24, Ecoli viability 3.0, CAL PDZ FP-1 -3, CAL PDZ FP-2 0.5, SR-BI uptake up -24 and Tat transport -5.
For CCn1c(Sc2nc(C)nc3scc(-c4cccs4)c23)n[nH]c1=O the results were Wnt act 1, phage Ecoli inh 3.6, MITF act 8, AddAB inh 3.1, SR-BI HDL uptake -1, Ecoli viability 1.8, CAL PDZ FP-1 -19, CAL PDZ FP-2 0.3, SR-BI uptake up 1 and Tat transport -12.
Screening CCc1cc(=O)oc2cc(C)c3c(C)coc3c12 returned Wnt act -1, phage Ecoli inh 1.9, MITF act 6, AddAB inh 0.1, SR-BI HDL uptake 2, Ecoli viability -1.1, CAL PDZ FP-1 -2, CAL PDZ FP-2 -5.0, SR-BI uptake up -2 and Tat transport -9.
Screening CCCSc1nc(O)c(C2OC(=O)c3c2ccc(OC)c3OC)c(=O)n1-c1ccccc1 (centres undefined) returned phage Ecoli inh 0.4, MITF act -6, AddAB inh 4.4, SR-BI HDL uptake 0, Ecoli viability -1.0, CAL PDZ FP-1 -1, CAL PDZ FP-2 0.1, SR-BI uptake up 0 and Tat transport -6.
C=CCn1c(SCC(=O)Nc2ccc(N(C)C)cc2)nnc1-c1cccc(C)c1 was read as Wnt act -2, phage Ecoli inh 1.2, MITF act -11, AddAB inh 1.0, Ecoli viability -0.3, CAL PDZ FP-1 3, CAL PDZ FP-2 -1.2 and Tat transport 12.
CSc1ccc(/C=C(\NC(=O)c2ccccc2)C(=O)NN)cc1 was read as Wnt act 3, phage Ecoli inh -2.2, AddAB inh 0.8, SR-BI HDL uptake 3, Ecoli viability -0.2, CAL PDZ FP-2 -3.2, SR-BI uptake up -3 and Tat transport 7.
Screening COc1ccc(C(=O)NCCc2c[nH]c3ccccc23)cc1S(=O)(=O)N1CCCCC1C (centres undefined) returned Wnt act -1, phage Ecoli inh 1.1, MITF act -23, AddAB inh 0.3, SR-BI HDL uptake 29, Ecoli viability 1.2, CAL PDZ FP-1 2, CAL PDZ FP-2 -0.4, SR-BI uptake up -29 and Tat transport -7.
For c1ccc2c(-c3nc(C4CCCCC4)no3)cc(-c3ccncc3)nc2c1 the results were Wnt act -1, MITF act 13, AddAB inh 0.2, SR-BI HDL uptake 27, Ecoli viability -0.5, CAL PDZ FP-2 -2.5, SR-BI uptake up -27 and Tat transport -1.
For COc1ccc(CNC(=O)c2c(C)oc3c2C(=O)c2ccccc2C3=O)cc1 the results were Wnt act -2, phage Ecoli inh 3.7, MITF act -103, AddAB inh -1.8, SR-BI HDL uptake -21, Ecoli viability -2.3, CAL PDZ FP-2 0.6, SR-BI uptake up 21 and Tat transport 11.
For CCC(=O)NC(c1ccc([N+](=O)[O-])cc1)c1c(O)ccc2ccccc12 (centres undefined) the results were phage Ecoli inh 2.9, MITF act -5, AddAB inh -1.8, SR-BI HDL uptake 18, Ecoli viability -3.4, CAL PDZ FP-2 -2.1, SR-BI uptake up -18 and Tat transport -3.
O=C(CCl)N1CCN2C(=O)c3ccccc3C12c1ccc(Cl)cc1 (centres undefined) was read as Wnt act -1, phage Ecoli inh 4.0, MITF act -57, AddAB inh 3.3, SR-BI HDL uptake -12, Ecoli viability 1.7, CAL PDZ FP-2 0.1, SR-BI uptake up 12 and Tat transport -7.
For CC(C)(C)OC(=O)N/N=C\C=C\c1ccc2c(c1)OCO2 the results were Wnt act 55*, phage Ecoli inh 4.5, MITF act 119*, AddAB inh -1.3, SR-BI HDL uptake 6, Ecoli viability -5.3, CAL PDZ FP-1 2, CAL PDZ FP-2 -1.0, SR-BI uptake up -6 and Tat transport -2.
Screening Cc1ccc(CNC(=O)C2CCN(c3nc(C)cc(C)n3)CC2)cc1 returned Wnt act -1, phage Ecoli inh -2.3, MITF act -5, AddAB inh -0.4, SR-BI HDL uptake -2, Ecoli viability -0.6, CAL PDZ FP-1 -1, CAL PDZ FP-2 -1.0, SR-BI uptake up 2 and Tat transport 6.
O=C(NCCNC(=O)c1cnccn1)c1cccc(Cl)c1 was read as Wnt act 0, phage Ecoli inh 2.2, MITF act -9, AddAB inh 4.9, Ecoli viability 0.4, CAL PDZ FP-2 -1.5 and Tat transport -4.
For NS(=O)(=O)c1ccc(CCNC(=O)c2cnc(Cl)c(Cl)c2)cc1 the results were Wnt act 0, phage Ecoli inh 2.2, MITF act -2, AddAB inh 1.2, SR-BI HDL uptake -1, Ecoli viability 0.1, CAL PDZ FP-1 -5, CAL PDZ FP-2 -1.1, SR-BI uptake up 1 and Tat transport -2.
O=C(COc1coc(CN2CCCc3ccccc32)cc1=O)Nc1cccc([N+](=O)[O-])c1 was read as Wnt act -1, phage Ecoli inh 2.3, MITF act -10, AddAB inh -1.7, SR-BI HDL uptake 32, Ecoli viability 0.6, CAL PDZ FP-1 -6, CAL PDZ FP-2 -1.1, SR-BI uptake up -32 and Tat transport -1.
Screening COc1ccc(-n2c(SCC(=O)NCC3CCCO3)nc3ccccc32)cc1 (centres undefined) returned phage Ecoli inh 2.3, MITF act -1, AddAB inh 2.0, SR-BI HDL uptake 18, Ecoli viability 0.0, CAL PDZ FP-2 -0.5, SR-BI uptake up -18 and Tat transport -1.

Ordered by number of heavy atoms (high to low): part of the list above.
For CCC(=O)NC(c1ccc([N+](=O)[O-])cc1)c1c(O)ccc2ccccc12 (centres undefined) the results were phage Ecoli inh 2.9, MITF act -5, AddAB inh -1.8, SR-BI HDL uptake 18, Ecoli viability -3.4, CAL PDZ FP-2 -2.1, SR-BI uptake up -18 and Tat transport -3.
For CCn1c(Sc2nc(C)nc3scc(-c4cccs4)c23)n[nH]c1=O the results were Wnt act 1, phage Ecoli inh 3.6, MITF act 8, AddAB inh 3.1, SR-BI HDL uptake -1, Ecoli viability 1.8, CAL PDZ FP-1 -19, CAL PDZ FP-2 0.3, SR-BI uptake up 1 and Tat transport -12.
`CCOC(=O)C(=Cc1ccccc1OC)C(=O)OCC` gave Wnt act -4, phage Ecoli inh 3.8, MITF act -14, AddAB inh 1.1, SR-BI HDL uptake 16, Ecoli viability 1.2, CAL PDZ FP-1 -2, CAL PDZ FP-2 -1.9, SR-BI uptake up -9 and Tat transport -3.
CC1=Nc2ccc3ccccc3c2C1(C)C was read as Wnt act -3, phage Ecoli inh 5.2, MITF act 7, AddAB inh 0.1, SR-BI HDL uptake 2, Ecoli viability 0.0, CAL PDZ FP-1 5, CAL PDZ FP-2 0.4, SR-BI uptake up -2 and Tat transport 3.

High-throughput results (PubChem BioAssay)
